# VCAM1 TNFa inh: reduces TNF alpha induced VCAM1 expression in HUVEC. HUVEC TNFa-induced VCAM-1 immunofluorescence, high-content imaging. inhibition, % at 2 µM. actives 0.48% (n = 95,000). AID 802;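 active = inhibition above the batch mean plus 3 SD, with images confirmed as a hit by eye, cut at about 37% in these data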;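 also: 0% = TNF-stimulated DMSO wells and 100% = unstimulated control wells; not every result past the cut was called active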
# Candida biofilm: kills Candida albicans biofilms; inhibition, % at 6 µM; actives 0.14% (n = 85,000); C. albicans biofilm + clotrimazole, Alamar Blue;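 active = inhibition above 20%; inactive = inhibition below 20%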;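 also: preformed 24 hr biofilms exposed to compound for 48 hr; 0% = biofilm without compound and 100% = blank killed by clotrimazole plus chlorhexidine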
# MT1-MMP txn act: MT1-MMP promoter transcription activation; HT1080 MT1-MMP promoter luciferase reporter, luminescence, overnight; hits give high values; activation factor at 10 µM; actives 0.16% (n = 86,000);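 active = activation factor of at least 2 for MT1-MMP transcription at 10 µM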
# hDAT+cocaine: modulates human dopamine transporter uptake under cocaine; B-score at 10 µM; actives 1.3% (n = 110,000); LLC-PK1 hDAT cells, [14C]-dopamine uptake with cocaine IC80; actives deviate in either direction; Q01959;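 active = Z score or B-score, a plate-position-corrected score, falls beyond the plate's 99.7% confidence bounds, in either direction; inactive = both scores lie inside the 99.7% bounds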;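 also: scored against the spread of the other compound wells on the same plate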
# Target sequence (Q01959 whole entry, looked up): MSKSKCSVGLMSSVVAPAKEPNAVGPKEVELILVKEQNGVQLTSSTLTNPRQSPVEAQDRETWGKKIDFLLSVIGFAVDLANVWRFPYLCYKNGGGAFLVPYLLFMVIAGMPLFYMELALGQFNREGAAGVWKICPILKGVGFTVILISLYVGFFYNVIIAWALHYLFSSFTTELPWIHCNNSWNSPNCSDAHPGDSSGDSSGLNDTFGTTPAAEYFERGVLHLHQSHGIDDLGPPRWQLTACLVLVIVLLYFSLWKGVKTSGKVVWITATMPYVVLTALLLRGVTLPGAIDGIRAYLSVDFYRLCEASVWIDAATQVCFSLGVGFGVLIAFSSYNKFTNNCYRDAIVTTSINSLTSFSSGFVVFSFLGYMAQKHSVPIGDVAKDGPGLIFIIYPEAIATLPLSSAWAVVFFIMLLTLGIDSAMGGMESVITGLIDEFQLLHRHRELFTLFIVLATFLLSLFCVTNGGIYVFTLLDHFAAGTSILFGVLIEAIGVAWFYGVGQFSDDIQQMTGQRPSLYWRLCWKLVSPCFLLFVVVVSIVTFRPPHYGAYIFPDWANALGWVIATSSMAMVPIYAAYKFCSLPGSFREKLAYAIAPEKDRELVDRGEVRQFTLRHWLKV
# IL1B cytotox: HUVEC cytotoxicity counter-screen, IL-1B stimulated; HUVEC cell count loss, Hoechst imaging; AID 845; actives 0.41% (n = 94,000); cell count reduction, % at 2 µM;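 active = cell count reduction more than 3 SD above the screen-wide mean, cut at about 70% in these data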;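 also: normalized per plate to untreated control cells as the no-loss baseline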
# LYP inh 2: inhibitors of human LYP (PTPN22) phosphatase; recombinant LYP catalytic domain, DiFMUP fluorescence; Q9Y2R2; inhibition, % at 2 µM; actives 0.21% (n = 96,000); AID 640;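 active = inhibition at 2 µM at or above a set limit, the screen mean plus 3 SD, cut at about 24% in these data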;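 also: 0% = DMSO with enzyme and 100% = enzyme fully blocked by orthovanadate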
# Smad3 inh: Smad3 (human) transcription factor binding inhibition; P84022; TR-FRET Smad3/Dy647-FoxH1 peptide binding, europium anti-His; inhibition, % at 25 µM; actives 0.29% (n = 88,000); AID 630;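 active = compounds that reduce the energy-transfer binding signal between the protein and its labelled peptide by more than half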;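 also: 0% = Smad3 plus labelled peptide maximal FRET and 100% = peptide-only background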
# Target sequence (P84022 whole entry, looked up): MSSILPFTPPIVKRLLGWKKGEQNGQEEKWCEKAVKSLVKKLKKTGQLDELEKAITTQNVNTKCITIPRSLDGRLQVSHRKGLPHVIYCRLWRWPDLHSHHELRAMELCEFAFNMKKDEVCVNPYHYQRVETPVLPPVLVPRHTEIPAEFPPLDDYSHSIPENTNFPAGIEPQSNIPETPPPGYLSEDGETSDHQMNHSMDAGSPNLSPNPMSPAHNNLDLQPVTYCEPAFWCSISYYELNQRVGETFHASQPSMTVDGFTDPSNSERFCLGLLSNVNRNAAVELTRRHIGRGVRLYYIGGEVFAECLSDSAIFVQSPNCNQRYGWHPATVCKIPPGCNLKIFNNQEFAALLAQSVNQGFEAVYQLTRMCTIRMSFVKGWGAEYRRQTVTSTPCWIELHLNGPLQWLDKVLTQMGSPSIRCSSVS
# F-actin modifier: alters cytoskeleton assembly in HUVEC cells; inhibition, % at 2 µM; actives 0.18% (n = 91,000); HUVEC TNFa F-actin phalloidin imaging, high content;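 active = inhibition above the batch mean plus 3 SD and confirmed as a hit by visual image inspection, cut at about 30% in these data, passing the limit was not always enough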; also: strong numbers were not always called active
# HUVEC tox TNFa: HUVEC cytotoxicity counter-screen, TNF alpha stimulated; HUVEC TNFalpha-stimulated, Hoechst cell count, imaging; cell count reduction, % at 2 µM; actives 0.17% (n = 93,000);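 active = cell count reduction exceeding the screen mean by over 5 SD, scaled to untreated wells per plate, cut at about 78% in these data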;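 also: cells counted after 24 h of TNF alpha exposure following the 1 h pretreatment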
# Starred values were filed as active, the others as inactive; · = no result given; [ ] = another dose, or the depositor's remark. Not all compounds are listed (hit frequency here may not be typical).
SMILES,VCAM1 TNFa inh,Candida biofilm,MT1-MMP txn act,hDAT+cocaine,IL1B cytotox,LYP inh 2,Smad3 inh,F-actin modifier,HUVEC tox TNFa
COc1ccc(N2CCN(C(=O)COc3ccc(Cl)cc3Cl)CC2)cc1,-1,2,1.1,1.4,5,-4,-4,-6,-3
O=c1c2[nH]c3ccc(F)cc3c2ncn1CCCn1ccnc1,1,1,1,-0.69,-3,-8,-7,10,-17
CN1CCC(OC(=O)COc2ccccc2)CC1,-5,5,1.1,-0.68,13,-4,-4,10,7
C=CCN(C(=O)COc1ccccc1)c1nnc(-c2ccncc2)s1,5,5,1.1,-0.22,-14,18,0,-20,-10
O=S1(=O)C=C(SCCN2CCCCC2)c2ccccc21,30,8,1.2,-0.053,-24,3,5,-12,-19
CCN(CC)S(=O)(=O)c1ccc(Nc2cc(C)nc3ncnn23)cc1,-13,·,1.1,-0.09,·,0,6,14,-9
Cn1cccc1-c1nc2ccccc2n1Cc1ccccc1,21,1,1.1,0.42,-9,-2,4,2,-8
O=C(NCCSc1c[nH]c2ccccc12)C1CC1,6,5,·,-0.018,-22,6,-1,8,-10
CCN(CC)C(=S)SCC(=O)Nc1cccc(C(F)(F)F)c1,13,·,·,-0.11,3,4,·,-27,-4
COc1ccc(CNC(=O)c2ccc(NC(=O)C3CCCO3)cc2)cc1 (stereo unspecified),·,2,1.1,0.28,·,·,-1,·,·
O=c1[nH]c(SCc2ccc(Cl)cc2)nc2c1CCC2,·,5,1.5,0.026,·,·,4,·,·
Cc1occc1-c1nnc(SCc2nc3ccccc3c(=O)n2CC#N)n1C,·,2,1,0.82,·,·,-10,·,·
CNC(=O)N(C1=NCC(C)(C)S1)c1ccc(F)c(Cl)c1,13,10,1.4,0.29,-10,1,-4,-12,-5
CNC(=O)/C(=C\C=C\c1ccccc1)NC(=O)c1ccc([N+](=O)[O-])cc1,-2,·,·,1.3,-66,-4,·,-22,3
O=C(NCCCN=C1NS(=O)(=O)c2ccccc21)c1ccncc1,-7,0,0.8,0.46,16,5,-10,10,·
Cc1ccc(NC(=O)c2cc(NC(=O)C3CC=CCC3C(=O)O)ccc2N2CCOCC2)cc1Cl (stereo unspecified),-10,4,1.3,-0.25,-12,0,0,0,-19
CC1=C(C(=O)Nc2ccccc2)C(c2ccccc2)N2C(=O)CSC2=N1 (stereo unspecified),-6,3,1.1,-0.66,-25,5,6,15,-23
Cc1nc2ccccc2n1CC(O)COCC1CC=CCC1 (stereo unspecified),-43,-6,·,1.2,30,10,3,2,96*
Cc1cc(C(=O)CSc2nnc(N)s2)c(C)n1CCc1ccc(F)cc1,·,·,1.1,-0.072,1,-6,·,·,·
COc1cc2cc(C#N)c(SCC(=O)N3CCOCC3)nc2cc1OC,-13,3,1.3,0.06,-24,-14,1,1,-14
CCOC(=O)c1ccoc1CSCc1ccc(C(=O)OC)o1,-4,2,1.1,0.012,-14,-12,3,-3,-24
CCOc1cc(S(=O)(=O)NCCc2cccc(C)c2)c(OCC)cc1-n1cnnn1,11,5,1.2,0.091,17,-7,-5,-15,14
COC(=O)c1cc2ccsc2n1Cc1nc(-c2ccc(OC)cc2)oc1C,4,3,1,-0.41,-60,-6,-3,13,-40
Cc1nc(=O)c(-c2ccccc2)c(C)n1-c1ccc(C(=O)O)cc1,3,3,1.2,-0.0033,-1,-9,0,21,-32
CCOc1ccccc1-n1c(SCC(N)=O)nnc1-c1ccco1,-15,3,1,0.021,16,1,22[fluorescence artefact?],-23,1

# Next entries follow.
SMILES,VCAM1 TNFa inh,Candida biofilm,MT1-MMP txn act,hDAT+cocaine,IL1B cytotox,LYP inh 2,Smad3 inh,F-actin modifier,HUVEC tox TNFa
Cc1ccc2cc(C)c3nnc(SCC(=O)Nc4nc5c(s4)CCCC5)n3c2c1C,-5,·,·,1.9,1,8,·,-1,-7
O=C(O)CCc1ccc(-c2cccs2)n1NC(=O)c1ccc(Cl)cc1,6,2,·,-0.8,-48,6,1,-9,-8
CCC(=O)Nc1ccc2c(c1)C(=O)N(C)C2=O,7,4,1.1,0.77,-3,-4,-2,-2,1
O=c1/c(=C\c2ccc3c(c2)OCO3)sc2n1CCCN=2,2,5,1.1,-0.45,-20,0,5,17,-34
Cc1nc2ccccc2c(=O)n1NC(=O)c1c(O)c2c(n(CC(C)C)c1=O)CCCC2,-5,11,1.1,0.54,20,15,0,-16,-9
CCC(Cc1ccccc1)NC(=O)CN(C)S(=O)(=O)c1ccc2c(c1)c(=O)n(C)c(=O)n2C (stereo unspecified),2,6,·,-1.5,0,-11,-8,-1,-18
COc1ccc(S(=O)(=O)NCCCCNS(=O)(=O)c2ccc(OC)cc2)cc1,19,2,1.2,-0.32,10,14,-1,-36,36
COC(=O)c1ccc(OC(=O)C2CC(=O)N(c3ccc(C)cc3C)C2)cc1 (stereo unspecified),-1,4,1.2,0.38,16,-9,-3,-4,-1
c1ccc2c(c1)CCCN2c1nc2ccccc2n2cnnc12,3,4,1.8,0.019,3,-5,-6,-4,-9
N#CC1=C(N)Oc2c(ccc3ccccc23)C1c1ccsc1 (stereo unspecified),26,·,·,·,12,7,·,-80,43
Cc1cc(OC(=O)c2ccccc2Cl)cc(=O)n1C,-2,·,·,-1.1,-10,-1,·,-9,-2
Cc1ccc(Cn2c(CN(C)Cc3ccccc3)nc3c2c(=O)n(C)c(=O)n3C)cc1,5,3,1.2,1,16,-3,-6,-10,33
C=CCSc1nnc(-c2cc3c(C(F)(F)F)nn(C)c3s2)n1C,1,·,·,-8.8*,5,6,·,-19,6
CCCCC1CCC(C(=O)Nc2ccccc2)CC1 (stereo unspecified),7,8,1,0.16,-18,9,10,-6,-9
CC(=O)Nc1cnn(Cc2ccc(Br)cc2)c1,3,1,1.2,-0.22,-124,8,-7,18,-28
COc1ccc(CC(=O)Nc2c3c(nn2C(C)(C)C)CS(=O)C3)cc1 (stereo unspecified),-8,-4,1,-1.5,4,-13,5,4,-8
CSc1c(CC(=O)Nc2ccccc2Cl)n(Cc2ccccc2)c2ccccc12,17,·,·,-0.39,-43,-8,·,-19,15
CN(C)CCN1C(=O)c2oc3ccc(Cl)cc3c(=O)c2C1c1cccc(Br)c1 (stereo unspecified),-8,5,1.1,1.4,-2,5,11,7,-27
CCCCn1c(NCc2ccccc2O)nc2ccccc21,6,-4,1.2,-0.74,29,2,-14,9,4
CC(C)(C)OC(=O)NNC(=S)NCc1ccc(Cl)cc1,-8,·,·,-1.9,-10,4,·,-16,-16
O=C(C(NS(=O)(=O)c1cccs1)c1ccccc1)N1CCN(c2ccccc2F)CC1 (stereo unspecified),8,-1,1.4,-0.14,-70,2,-3,16,-44
O=c1oc2ccccc2c2c1SC(C(F)(F)F)C2 (stereo unspecified),-2,2,1.2,0.13,-10,17,-1,0,-6
COc1ccc(NC(=O)c2cc(-c3cccs3)on2)cc1OC,3,8,1.2,0.11,-15,-6,8,-6,-5
Cn1c(OCc2ccc3c(c2)OCO3)nc2c1c(=O)n(Cc1ccc(Cl)c(Cl)c1)c(=O)n2C,-4,·,·,·,-16,4,·,11,-15
Cn1c(=O)c2c(nc(NCc3ccccc3)n2C)n(C)c1=O,-10,3,1.1,-0.14,24,-11,7,-19,0

# Structures listed above printed as active in hDAT+cocaine:
SMILES	VCAM1 TNFa inh	MT1-MMP txn act	hDAT+cocaine	LYP inh 2	Smad3 inh	F-actin modifier
C=CCSc1nnc(-c2cc3c(C(F)(F)F)nn(C)c3s2)n1C	1	·	-8.8*	6	·	-19

# Next compounds
SMILES,VCAM1 TNFa inh,Candida biofilm,MT1-MMP txn act,hDAT+cocaine,IL1B cytotox,LYP inh 2,Smad3 inh,F-actin modifier,HUVEC tox TNFa
COc1ccc(S(=O)(=O)NCCOc2ccccc2)cc1OC,12,4,1.3,-0.23,-80,0,1,-4,-6
O=C(C1CCCN(S(=O)(=O)c2cccc3nsnc23)C1)N1CCc2ccccc21 (stereo unspecified),12,·,1.1,·,0,-10,·,-9,-20
CCOc1ccccc1NC(=O)Cn1nnc(C(=O)NCc2ccco2)c1N,20,3,0.5,-2,21,1,4,-44,42
COCCCNc1nc2c(c(=O)n(C)c(=O)n2C)n1Cc1cccc(OC)c1,6,-5,1.2,0.35,-15,5,-1,1,4
CCCc1nnc(NC(=O)CCC(=O)N2CCN(CCn3c(C)ccc3C)CC2)s1,6,1,1.2,-1,6,2,3,-21,5
Cc1cc2nc(-c3ccc(SCC(=O)N4CCN(C(=O)c5ccco5)CC4)nc3)[nH]c2cc1C,-1,5,1.4,0.072,16,3,11,7,-16
CCOC(=O)c1c(N2C(=O)Nc3cc(Cl)c(Cl)cc3N2O)sc2c1CCCCC2,-3,·,·,3.8*,14,32*,·,-1,0
CC(Sc1nnc(-c2ccc(O)cc2)o1)C(=O)Nc1cccc2ccccc12 (stereo unspecified),14,-4,·,0.0072,40,12,1,10,63
Cc1ccc2nc(-c3sc4nc(C)ccc4c3N)[nH]c2c1,2,6,1.6,1.8,-30,-3,16[fluorescence artefact?],-11,-12
COC(=O)c1ccc(C2C(C(C)=O)=C(C)Nc3ncnn32)cc1 (stereo unspecified),11,8,1.1,-0.98,-13,8,6,-9,33
CC(=O)N(CCC1(C(C)C)CCOC(C)(C)C1)Cc1ccco1 (stereo unspecified),-5,11,1.2,0.0011,-1,-1,-5,-6,0
Cc1ccc(Cn2nc(C)c(NC(=O)c3cc(-c4ccc5c(c4)OCO5)on3)c2C)cc1,-23,8,1.2,1.3,-3,2,7,-10,6
COCCN(C(=O)C1CCC1)c1nnc(-c2cccnc2)s1,9,4,·,0.61,-16,0,-4,6,-3
O=C(Cn1nnc(-c2cccs2)n1)N1c2ccccc2Sc2ccc(C(F)(F)F)cc21,-24,-4,1.5,0.036,4,11,-8,-35,22
O=C(c1n[nH]c(=O)c2ccccc12)N1CCN(c2ccccc2)CC1,-2,-4,1.1,-2.1,-20,-4,14[fluorescence artefact?],-61,12
NC(=O)CN1CCN(C(=O)Nc2ccccc2)CC1,·,11,1.1,0.034,·,·,-7,·,·
O=C(COc1ccc(-n2cnnn2)cc1)NCCc1ccc(F)cc1,0,-5,1.1,-0.34,-9,7,5,-32,-12
O=c1[nH]c(C(F)(F)F)nc2c1nnn2Cc1ccccc1F,15,2,1.1,0.042,1,-9,-7,19,6
Cc1cc(NC(=O)CSc2cn(CCNC(=O)c3ccc(F)cc3)c3ccccc23)no1,-3,-4,1.2,0.73,-21,-1,-18,-26,11
c1csc(-c2csc3nc(CN4CCOCC4)nc(NCc4ccc5c(c4)OCO5)c23)c1,-6,-5,1.1,·,-29,-2,-4,-19,7
CN(C)CCCCCCCCCCC(=O)/C=N/O,6,·,·,0.008,-4,0,·,-8,-20
CCCCNC(=S)NNC(=O)CCn1nc(C)c(Br)c1C,7,·,·,-0.46,0,0,·,35,-9
CCn1c(N)c(C(=O)NC)sc1=S,·,8,1.1,-0.99,·,·,7,·,·
CC(=O)Nn1c(COc2ccccc2C)nc2ccccc2c1=O,-11,2,1.1,0.061,-45,-3,12,-13,8
O=C/C(=C\Nc1ccccn1)c1nc2cc(Cl)ccc2o1,-4,4,·,-1.1,6,-7,3,-3,-19
CCSc1nc2cc(C(=O)OC)ccc2c(=O)n1CC,-7,·,1.1,-1.2,8,-5,·,-5,0
CN(C)CCOCCSc1ccc(Cl)cc1,-11,·,·,-0.14,-5,2,·,-2,-33

# As entered above.
# Under Smad3 inh, O=c1[nH]c(C(F)(F)F)nc2c1nnn2Cc1ccccc1F has -7
# Under Smad3 inh, NC(=O)CN1CCN(C(=O)Nc2ccccc2)CC1 has -7
# Under IL1B cytotox, CC(=O)Nn1c(COc2ccccc2C)nc2ccccc2c1=O has -45
